High-throughput results deposited in PubChem by several laboratories.
E coli growth – E. coli V3065 growth inhibition, primary screen, counter-screen for AddAB inhibitor project, absorbance, OD600 | 0.27% of 330,000 active | inhibition, % at 11.9 µM | 18 h;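 active = inhibition above the campaign's mean inhibition across all tested compounds plus 3 SD, cut at about 9.9% in these data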;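 also: uninfected addAB+ strain grown without phage in ampicillin broth; 0% = DMSO wells and 100% = ciprofloxacin 0.95 µg/ml wells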
CAL PDZ FP-1 – untagged CAL PDZ binding inhibitors, primary screen, biochemical, fluorescence polarization, HTS; Golgi-associated PDZ and coiled-coil motif-containing protein (Homo sapiens), Q9HD26; 0.92% of 300,000 active; inhibition, % at 24.9 µM; AID 602252, 2012; purified CAL PDZ, TMR-peptide fluorescence polarization, 1 h;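 active = mean inhibition of at least 30% with at least half of replicates also reaching 30%; inconclusive = no clear call, values can overlap the other calls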;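 also: 0% = DMSO neutral control and 100% = excess unlabeled competitor peptide PRC23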
SR-BI HDL uptake – inhibitors of SR-BI mediated HDL lipid uptake, primary screen, ldlA[mSR-BI] cells, fluorescence, single point; Scavenger receptor class B member 1 (Mus musculus), Q61009; ldlA[mSR-BI] CHO cells, DiI-HDL uptake fluorescence, 3 h; inhibition, % at 12.5 µM; 0.96% of 320,000 active; AID 488896, 2010;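 active = mean replicate inhibition of at least 70% and a set share of replicates each scoring 70 or more; inconclusive = meets just one of the two criteria; inactive = fails both criteria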;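 also: 0% = median of neutral control wells and 100% = median of positive control wells; values of inactives mirror those of a sister screen read the other way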
Target sequence (Q61009 whole entry, looked up): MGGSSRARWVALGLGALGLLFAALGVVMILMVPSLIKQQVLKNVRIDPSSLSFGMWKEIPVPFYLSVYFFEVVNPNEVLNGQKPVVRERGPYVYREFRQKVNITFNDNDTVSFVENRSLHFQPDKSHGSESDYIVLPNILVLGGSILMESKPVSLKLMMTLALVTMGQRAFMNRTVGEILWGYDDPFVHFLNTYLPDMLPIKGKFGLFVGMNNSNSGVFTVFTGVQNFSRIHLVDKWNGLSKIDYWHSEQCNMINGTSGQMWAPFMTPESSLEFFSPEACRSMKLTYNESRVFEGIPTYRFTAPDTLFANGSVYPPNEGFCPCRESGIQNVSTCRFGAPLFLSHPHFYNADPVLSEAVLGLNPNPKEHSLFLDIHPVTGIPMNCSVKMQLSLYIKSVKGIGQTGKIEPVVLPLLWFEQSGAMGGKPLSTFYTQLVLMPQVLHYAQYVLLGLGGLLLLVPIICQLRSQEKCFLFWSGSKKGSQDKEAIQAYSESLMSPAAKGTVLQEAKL
AddAB inh – growth inhibition of E. coli expressing H. pylori AddAB, primary screen, AddAB inhibitor project, absorbance. 0.29% of 330,000 active. inhibition, % at 11.9 µM; in the data active = inhibition above about 12%;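 also: 0% = vehicle wells of infected cells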
Wnt bcat act – Wnt/beta-catenin pathway activators, primary screen, cell-based, plate reader, single point; 1.2% of 300,000 active; activation, % at 9.35 µM; Wnt/beta-catenin reporter cell assay, activator; in the data active = activation above about 30%, passing the limit was not always enough; inconclusive = no clear call, values can overlap the other calls;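 also: 0% = neutral control wells and 100% = positive control wells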
SR-BI DiI-HDL act – activators of SR-BI mediated DiI-HDL uptake, primary screen, ldlA[mSR-BI] CHO cells, DiI fluorescence; 0.096% of 320,000 active; 3 h; 100 = double the neutral-control signal; activation, % at 12.5 µM;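 active = mean replicate activation of at least 60% and every replicate at or above 60%; inconclusive = mean or all-replicate condition met, but not both; inactive = mean below 60% and not all replicates reaching 60%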;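 also: 0% = median plate neutral-control signal and 100% = twice that signal; values of inactives mirror those of a sister screen read the other way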
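Test system: SR-BI-overexpressing, LDLR-lacking CHO cells. Measured by: DiI fluorescence, bottom read. Medium: Ham's F12 with 0.5% BSA, HEPES 25 mM, pH 7.4. Timing: 3 h uptake period with compound, 37 °C.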
CAL PDZ FP-2 – CAL PDZ peptide-binding inhibitors, primary screen, biochemical, fluorescence polarization, Cer-tagged CAL PDZ, HTS; Golgi-associated PDZ and coiled-coil motif-containing protein (Homo sapiens), Q9HD26; purified CAL PDZ, TMR-peptide fluorescence polarization, 1 h; inhibition, % at 20 µM; 0.02% of 330,000 active; AID 504414, 2011;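 active = highest replicate inhibition of at least 40%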;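 also: plate controls were DMSO neutral control wells for no effect and unlabeled competitor peptide control wells for full effect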
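System: purified tagged CAL PDZ domain construct (CerCALP). Schedule: 1 h incubation at room temperature before polarization reading. Medium: 25 mM sodium phosphate pH 7.4, 150 mM NaCl, TCEP, IgG, Thesit. Read-out: percent inhibition from loss of millipolarization. Measured by: FP readout, S and P plane fluorescence. Probe or stimulus: fluorescent TMR peptide probe.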
phage Ecoli inh – growth loss of phage-infected E. coli, primary screen, RecBCD inhibitor project, absorbance, with phage, HTS | inhibition, % at 11.9 µM | 0.26% of 360,000 active | AID 651602, 2012; in the data active = inhibition above about 11%
Tat transport – E. coli Tat export inhibitors, primary screen, MC4100, TorA-mCherry reporter, fluorescence, single point. 0.036% of 340,000 active. inhibition, % at 10 µM. AID 488895, 2010;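 active = mean replicate inhibition at least 50% and at least half of replicates individually reaching 50%; inconclusive = only one of the two criteria met; inactive = neither criterion met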;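 also: exported cargo escapes ClpAP degradation while cytoplasmic cargo is degraded and loses fluorescence; 0% = median of neutral control wells and 100% = median of NaSCN control wells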
MITF TRPM1 HTS – activators of MITF-driven TRPM1 promoter reporter, primary screen, cell-based, SK-MEL-5, luciferase, single point; SK-MEL-5 TRPM1-promoter luciferase, 24 h; % of positive control, neutral wells = 0; activation, % at 12.5 µM; 0.75% of 300,000 active; AID 588334, 2011;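 active = mean activation of at least 80% with every replicate also reaching 80%; inconclusive = mean reaches 80% but some replicate falls short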;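 also: 0% = neutral control wells and 100% = parthenolide positive control wells; values of inactives mirror those of a sister screen read the other way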
Active calls of the source: *; u = inconclusive; x = no result given.

SMILES	Tat transport	CAL PDZ FP-1	E coli growth	CAL PDZ FP-2	MITF TRPM1 HTS	phage Ecoli inh	SR-BI DiI-HDL act	AddAB inh	SR-BI HDL uptake	Wnt bcat act
CCCN(CCC)S(=O)(=O)c1ccc(NC(=O)C2CCCO2)cc1 (stereo not drawn)	-2	x	-0.4	-1.2	1	2.1	-49	0.7	49	x
COc1ccccc1C(=O)Nc1nnc(S(=O)(=O)N2CCCCC2)s1	-2	-3	-0.6	-1.7	23	-2.1	4	3.0	-4	-1
Cc1cc(C)c(NC(=O)C2CCCN2CCC(C)C)c(C)c1 (stereo not drawn)	-3	-2	-1.6	-1.1	8	1.5	-31	-1.2	31	0
O=C1CCCN1CC(O)CS(=O)(=O)Cc1ccc(Cl)cc1Cl (stereo not drawn)	-11	-2	-0.5	-0.9	-3	-1.7	x	2.1	x	-2
C/C(=N\N1CCN(c2ccccc2)CC1)c1ccncc1	0	-7	1.4	-1.2	0	-0.7	8	2.0	-8	0
CCOc1ccccc1-n1cnc(C#N)c1N	2	x	1.3	-0.8	-17	3.6	11	0.5	-11	-1
Cc1c(C(=O)OC/C(O)=C(\C#N)c2nc3ccccc3[nH]2)oc2ccccc12	4	-3	1.1	-0.3	-13	2.8	4	0.6	-4	2
COc1ccc(NC(=O)CSc2nccn2Cc2ccc(F)cc2)c(OC)c1	-3	16	-2.0	-3.5	-2	1.6	-13	3.2	13	0
COC(c1ccccc1)c1nnc(CCC(=O)N(C)Cc2cccc(-n3cccn3)c2)o1 (stereo not drawn)	2	-4	-1.3	-1.2	67	0.5	-20	-0.1	20	-1
COc1ccc(Nc2nc(C)nc3c2oc2ccccc23)c(OC)c1	8	-1	-1.2	x	-1	-1.0	5	-2.4	-5	-4
Cc1noc(C)c1C(=O)Nc1ccc(F)cc1	0	-2	-1.3	0.3	3	3.4	10	-0.5	-10	x
CCN(CC)CCCN(Cc1cc2cc(OC)ccc2[nH]c1=O)C(=O)Nc1ccc(F)cc1	-3	-7	-2.9	-1.4	8	2.1	10	-4.8	-10	x
CC(C)c1ccc(N(CC(=O)NC2CCCCC2)C(=O)CNC(=O)c2ccco2)cc1	4	-1	-0.4	-2.5	-3	0.9	22	3.7	-22	-1
O=c1c2ccccc2ncn1-c1cccc([N+](=O)[O-])c1	0	4	-4.5	-0.8	x	0.7	3	-0.6	-3	11
COc1ccc(CN2C(=O)c3ccccc3C2C(=O)NC2CCCCCC2)c(OC)c1 (stereo not drawn)	7	-2	x	-0.1	9	0.1	6	x	-6	0
CN1CCCCc2c1nc1ccccc1c2N (tested in a mixture with another compound)	-8	-4	4.7	0.0	-10	0.5	9	2.4	-9	x
CN1CCOc2cc(S(=O)(=O)NCc3ccc(S(N)(=O)=O)cc3)ccc21	3	-1	-2.8	-0.3	12	0.6	23	-0.6	-23	-1
CCOC(=O)N1CCN(C(=O)c2ccccc2NS(=O)(=O)c2ccc(C)cc2)CC1	-3	-6	1.2	-1.6	-1	2.9	15	0.8	-15	1
COc1ccc(C(=O)N/C(=C/c2cccnc2)C(=O)N2CCN(C)CC2)cc1OC	5	0	0.4	-2.0	3	2.4	24	2.4	-24	1
N#Cc1cc(Oc2cccnc2)c(Oc2cccnc2)cc1C#N	-1	0	-2.7	0.2	-1	3.5	40	1.2	-40	-5
O=C(CSc1nnc(-c2cccnc2)n1-c1ccccc1)N1CCN(c2ccc(F)cc2)CC1	-11	-5	-1.7	-1.7	-11	0.5	-5	0.5	5	x
CCC1NC(=O)c2ccccc2N1c1cccc(Cl)c1 (stereo not drawn)	2	x	1.9	-1.1	x	0.6	5	1.8	-5	-5
O=C(Nc1cccc(-c2nnc(-c3ccccc3)o2)c1)C1CCCO1 (stereo not drawn)	-4	-2	3.2	-3.6	73	1.1	-14	2.0	14	17
COc1ccc(OCC(=O)NC(=S)Nc2ccc(N3CCOCC3)c(Cl)c2)cc1	2	1	0.8	-2.7	x	x	-30	-0.3	30	x
CCc1cc(C(=O)NCC(C)(C)N2CCOCC2)sc1C	2	0	1.6	-1.3	8	2.6	1	0.8	-1	-1
Cc1cc(C)c(NC(=O)CCCSc2nnc(N)s2)c(C)c1	8	1	0.3	-2.2	-4	3.5	-3	-2.8	3	0
COc1ccc(C)cc1NC(=O)CN1CCN(S(=O)(=O)c2ccc(C(C)C)cc2)CC1	-2	4	-2.2	-3.6	17	0.7	x	0.9	x	-2
Cc1cccc(-n2c(SCC(=O)N3CCCC3)nc3n[nH]c(C)c3c2=N)c1	0	-6	-0.2	-3.9	-32	3.2	-30	-1.3	30	x
S=c1[nH]nc(-c2ccc(Cl)cc2)n1CCCN1CCOCC1	-22	-3	1.9	0.6	-12	2.4	-5	-0.5	5	0
O=C(N/N=C/c1cccnc1)c1ccc([N+](=O)[O-])cc1	-5	-3	1.5	-1.3	-3	1.0	3	0.3	-3	2
C#CCOCCOCCOCCNc1nc(N2CCN(C(=O)[C@H](C)n3cc(CCCN=C(N)N)nn3)CC2)nc(N2CCN(C(=O)[C@H](C)n3cc(CCCN=C(N)N)nn3)CC2)n1	-6	-7	-2.9	-0.9	-6	1.7	2	-0.2	-2	-3
O=C1NC2(CCCC2)C(=O)N1Cc1cc(=O)n2ccsc2n1	x	x	-2.8	x	x	1.7	x	-2.2	x	-3
Cc1cccc(-c2noc(CNC(=O)Nc3ccc(F)cc3)n2)c1	2	0	0.4	-5.0	5	5.7	18	1.0	-18	-4
CC(=O)Nc1ccc(NC(=O)C(C)N(C)CC(=O)Nc2ccccc2Br)cc1 (stereo not drawn)	-1	33*	x	-1.7	1	2.6	9	x	-9	-1
O=C(CSC(=S)N1CCOCC1)c1cc2ccccc2oc1=O	-2	-7	0.6	-0.5	9	x	28	0.8	-28	x
CCOC(=O)CNC(=O)CSc1ncnc2c1cnn2-c1ccc(Cl)cc1	-4	-5	-0.2	x	15	-1.1	4	-1.4	-4	x
O=C(CC1CCCCC1)OCn1nnc2ccccc2c1=O	-1	4	-1.8	-1.4	-4	0.8	7	2.6	-7	-4
Cc1ccsc1/C=N/n1c(C2CCCCC2)n[nH]c1=S	5	0	-0.3	0.4	-5	2.3	12	-1.1	-12	0
CC(NC(=O)CCc1nnc(CCCc2ccccc2)o1)c1ccccc1 (stereo not drawn)	3	-1	-2.5	-2.0	9	3.1	-5	-0.5	5	28
CCN(CC)CCCNC(=O)c1cc2c(=O)[nH]c3ccc(C)cc3c2s1	-5	2	x	-2.6	39	0.7	6	x	-6	2
COc1cccc(C2C(C#N)=C(N)Oc3c2oc(CO)cc3=O)c1 (stereo not drawn)	-13	1	0.8	0.1	4	1.3	x	-2.9	6	x
Cc1cc(C(=O)COC(=O)c2ccc[nH]c2=O)c(C)n1-c1ccc(F)cc1	-10	-1	0.8	-0.2	31	-0.1	-56	5.4	56	x
Cc1cccc(C)c1OCc1cc(C(=O)N2CCCCCCC2)no1	-1	3	1.2	-0.8	38	-0.1	3	-1.0	-3	6
O=C(OCc1cn(-c2ccc(Cl)c(Cl)c2)nn1)c1ccccc1	-4	-4	0.6	0.4	x	2.4	29	5.5	-29	x
CCOc1ccc(/C=N/NC(=O)c2c(C)n(C)c3ccc(OC)cc23)cc1	-7	-3	0.3	-1.0	5	4.5	-3	5.0	3	-1
O=C(CCc1ccc(O)c(O)c1)N/N=C/c1cc2c(cc1[N+](=O)[O-])OCO2	3	-4	x	-1.0	-9	0.2	-19	x	19	-1
O=C(N/N=C(\c1ccccc1)c1cccnc1)C(O)(c1ccccc1)c1ccccc1	-4	-2	-0.9	2.8	-1	3.3	15	2.5	-15	x
O=C(CSc1ccc2ccccc2n1)Nc1nsc(-c2ccc(Cl)cc2)n1	5	1	0.9	-0.9	6	0.2	21	2.3	-21	x
Cc1ccc(/C=C2/Sc3ccccc3N(CC(=O)NCC3CCCO3)C2=O)cc1 (stereo not drawn)	4	184*	-1.3	-1.2	26	x	-71	1.9	u	x
COc1cc(C(=O)NC(=S)Nc2nccs2)cc(OC)c1OC	-11	-3	-0.8	-1.0	4	4.6	-49	4.4	49	0
Cc1ccc(C(=O)CSc2cnc3ccccc3n2)cc1C	11	3	-2.7	-4.0	3	3.1	11	-0.8	-11	-4
NC(=O)C1(N2CCCCC2)CCN(C(=O)c2ccccc2)CC1	11	x	0.3	-0.2	x	4.2	16	-2.6	-16	17
Nc1ccc(NC(=O)c2ccc(C(=O)Nc3ccc(N)cc3)cc2)cc1	-2	-6	-1.1	-0.5	-8	-3.2	-9	-1.4	9	1
CCc1ccc(OC)c(S(=O)(=O)NCCOc2ccccc2)c1	3	-1	-3.7	-2.0	-4	2.0	-10	1.6	10	-1
COc1ccc(CC(=O)NNC2=Nc3cccc4cccc2c34)cc1	-6	x	-0.5	-2.8	x	-2.5	13	-1.7	-13	2
C=CCN1C(=O)c2ccc(C(=O)OCC(=O)Nc3ccccc3OC)cc2C1=O	-2	-2	1.4	-0.7	-2	-0.2	15	0.2	-15	0
O=C(c1ccccc1)c1ccccn1	-8	-1	-3.2	-2.0	0	4.8	-5	0.2	5	-2
CCc1ccc(NSc2ccccc2[N+](=O)[O-])cc1	1	-3	1.6	0.3	-2	3.3	-27	3.1	27	x
O=C(COc1ccccc1Cl)NNC(=O)Cn1[nH]c(=O)c2ccccc2c1=O	-2	-3	1.4	0.2	-6	1.3	1	0.4	-1	-8
O=S1(=O)CCOC[C@H](Cc2ccccc2)N1Cc1ccccc1	-14	0	-0.5	-1.1	17	4.1	-4	0.6	4	-14
CCn1c(CNc2ccc(Cl)cc2)nnc1SCc1ccc(Cl)cc1	13	0	-1.2	0.5	-7	2.8	-13	0.6	13	2
O=S(=O)(NC(=NC1CCCCC1)c1ccccc1)c1ccccc1	-1	-3	1.0	-1.2	4	0.2	36	2.3	-36	-2
